# ARNT TACC3 PPI – ARNT/TACC3 interaction disruption | 390,000 tested, 0.66% active | Q9Y6A5 | AlphaScreen His-ARNT PAS-B/GST-TACC3 binding, luminescence; TACC3 fragment carries E629A point mutation | AID 623870 | inhibition, % at 9.99 µM;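 active = mean inhibition of replicates at least 50% and at least half of replicates each reaching 50%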;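 note: 0% = complete ARNT plus TACC3 wells and 100% = ARNT alone without TACC3; many hits fall short of the cut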
# PglD inh – blocks C. jejuni PglD acetyltransferase activity. 360,000 tested, 0.098% active. purified PglD enzyme, DTNB colorimetric CoA detection. inhibition, % at 12.5 µM; in the data active = inhibition above about 16%, passing the limit was not always enough; note: strong numbers were not always called active
# GSIS activator – GLuc luminescence reporter in INS-1E cells, primary screen for activators of glucose-dependent secretion of insulin. 370,000 tested, 0.61% active. activation, % at 16.6 µM. INS-1E GLuc reporter insulin secretion, 2-3 h;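 active = lowest replicate activation of at least 40%, so every replicate reaches that level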;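 note: 0% = median of neutral control wells and 100% = median of IBMX positive control wells; some compounds called inactive have numbers as strong as hits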
# LGR2 inh – Drosophila LGR2 receptor signaling inhibition | 380,000 tested, 0.35% active | inhibition, % at 9.99 µM | AID 720647 | HEK293 LGR2, CRE-luciferase, bursicon-stimulated, 4 h;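 active = drop in luminescence signal, shown as inhibition above about 50% in the replicate tests, limit read from the data, passing the limit was not always enough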;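 note: agonist challenge used bursicon conditioned medium at about half maximal strength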
# Statin myotox sup – protects C2C12 myotubes from simvastatin toxicity; ATP luminescence, 48 h; scaled: DMSO 0, geranylgeraniol control 100; rescue of ATP level, % at 7.49 µM; 330,000 tested, 0.78% active; AID 602340;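 active = mean ATP rescue above about 67%, or every replicate alone reaching that limit, limit read from the data, passing the limit was not always enough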;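 note: myotubes were challenged with 10 µM simvastatin during compound exposure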
# Cneo AK release – causes C. neoformans cell lysis | adenylate kinase release luminescence, 4 h; normalised: neutral wells 0, clomiphene wells 100 | lysis activity, % at 15 µM | 360,000 tested, 0.2% active | AID 651654;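 active = mean lysis activity across replicates of at least 80%, whatever share of replicates individually reach that level; inactive = mean lysis activity below 80%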
#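 Material – log-phase Cryptococcus neoformans yeast cells · Input – 5 × 10^6 yeast cells/mL · Medium – fresh YPD growth medium · Doses – single compound concentration per well · Timing – static 4 h at 37 °C with compound, 1 h detection · Detection – adenylate kinase release luminescence · Read-out – signal increase indicating cell lysis · Control set – Clomiphene as positive lysis control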
# PGC1a acetyl inh – PGC1a acetylation modulation, inhibitor mode; U2OS PGC1a acetylation, AlphaScreen anti-acetyl-lysine; with virally co-expressed GCN5 acetyltransferase; inhibition, % at 15.6 µM; 350,000 tested, 0.17% active;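 active = every replicate shows inhibition of at least 40%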;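 note: 0% = neutral control wells and 100% = positive control wells; some results beyond the cut were filed as inactive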
# PAX8 inh HTS – lowers PAX8-driven luciferase in RMG-I cells. 360,000 tested, 1.2% active. inhibition, % at 12.6 µM. RMG-I TPO-luciferase reporter, SteadyGlo, 24 h. AID 652154;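 active = mean replicate inhibition at least 60% with every replicate also reaching 60%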;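 note: luciferase light reporting Pax8 driven TPO promoter activity; plate controls were median of neutral control wells for no effect and mitoxantrone controls for full effect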
# Active calls of the source: *; nt = no result given; & = joins results of further samples; ! = not active in a repeat.
nr	SMILES	ARNT TACC3 PPI	PglD inh	GSIS activator	LGR2 inh
1	Cc1nc2ncnn2c(C)c1CCC(=O)NC(C)CCc1ccco1 (stereo not drawn)	-1.7	-0.6	nt	nt
2	O=C(C[C@@H]1C=C[C@H](NC(=O)Nc2cccc(F)c2)[C@H](CO)O1)NCC1CC1	5.0	1.3	5.5	-8.7
3	Cc1cccc(C(=O)NCc2ccco2)c1	-5.3	3.3	-1.1	-4.6
4	O=C(Cc1ccncc1)N[C@H]1CC[C@@H](CCn2cc(-c3ccccc3F)nn2)O[C@@H]1CO	-6.4	2.9	9.8	13.9
5	COC(=O)Cn1c2ccccc2c2nc(C)sc21	-3.2	3.8	18.2	14.8
6	C[C@H](CO)N1C[C@H](C)[C@@H](CN(C)Cc2ccccn2)Oc2cc(-c3cccnc3)ccc2S1(=O)=O	5.0	-0.2	-12.0	-0.8
7	CNS(=O)(=O)c1cccc(C(=O)OCC(=O)c2c(N)n(Cc3ccccc3)c(=O)n(C)c2=O)c1	-2.9	-4.0	-12.7	-24.5
8	COc1ccc(S(=O)(=O)N(C)C[C@@H]2Oc3ccc(NC(=O)C4CCCCC4)cc3CC(=O)N([C@@H](C)CO)C[C@H]2C)cc1	14.6	0.7	-28.2	-2.3
9	CN(C)C(=O)C[C@H]1CC[C@H]2[C@H](COc3ccc(NS(=O)(=O)c4cccc(F)c4)cc3C(=O)N2C)O1	-4.9	2.7	-9.2	-4.0
10	CCCCn1c(N)c(N(CCOC)C(=O)c2ccc(-c3ccc(C(C)=O)cc3)o2)c(=O)[nH]c1=O	-11.5	7.2	15.0	-22.5

nr	Statin myotox sup	Cneo AK release	PGC1a acetyl inh	PAX8 inh HTS
1	3.7	2.3	-2.5	-4.0
2	3.6	-0.8	4.8	22.6
3	3.2	-1.5	2.9	-53.7
4	-6.1	0.9	-1.3	-2.3
5	nt	-1.2	-1.3	nt
6	nt	-5.0	-21.8	nt
7	-1.7	-1.1	nt	14.5
8	3.5	7.4	-3.6	8.5
9	-0.5	0.6	-11.8	-2.9
10	6.6	-0.9	nt	-69.8

# Remaining list, next part.
nr	SMILES	ARNT TACC3 PPI	PglD inh	GSIS activator	LGR2 inh
11	Cc1noc(C)c1S(=O)(=O)Nc1ccc2c(c1)C(=O)N([C@@H](C)CO)C[C@H](C)[C@@H](CN(C)Cc1ccc(C(F)(F)F)cc1)OCCCC[C@H](C)O2	-1.7	1.8&3.2	-35.6&-13.9	3.3&21.0
12	CN1CCN(CC(=O)Nc2c(C(=O)C3CC3)oc3ccccc23)CC1	1.2	-5.3	nt	nt
13	Cc1ccc(Sc2ncccc2O)cc1	-17.2	nt	-1.6	-13.8
14	CCC(=O)N1CCc2cc(S(=O)(=O)NCCC(=O)N3CCc4ccccc4C3)ccc21	9.3	0.9	nt	nt
15	Cc1ccc(-c2csc3ncnc(NCCN4CCOCC4)c23)cc1	nt	-28.1	nt	nt
16	C/C(Cl)=C/Cn1c(NCCN(C)C)nc2c1c(=O)n(C)c(=O)n2C	-11.4	11.4	nt	nt
17	C(=C\c1ccccc1)/CN1CCN(C(c2cccs2)c2nnnn2-c2ccc3c(c2)OCCO3)CC1 (stereo not drawn)	nt	4.0	-36.0	12.7
18	C[C@H]1CN([C@@H](C)CO)C(=O)CCCn2cc(nn2)CO[C@H]1CN(C)C(=O)Nc1ccc2c(c1)OCCO2	-1.5	1.5	17.9	-27.9
19	Cc1ccc(C(=O)NCc2cccnc2)cc1S(=O)(=O)N1CCCCCC1	-1.4	-0.3	6.7	-4.6
20	Cc1sc2c(c1C)CN(CCN1CCOCC1)CN2C(=O)c1ccccc1	2.8	-4.3	-23.7	nt

nr	Statin myotox sup	Cneo AK release	PGC1a acetyl inh	PAX8 inh HTS
11	-9.8	1.5&8.6	4.0&-1.7	70.9*!
12	-3.7	-0.8	-4.7	nt
13	nt	nt	nt	-44.9
14	-109.7	-0.5	nt	8.8
15	nt	-0.2	28.3	2.7
16	6.8	1.2	5.8	7.3
17	-3.7	-15.9	-11.2	7.7
18	4.5	18.3	nt	nt
19	5.4	-2.3	4.7	-9.7
20	nt	-0.6	nt	-49.9

# The listing continues:
nr	SMILES	ARNT TACC3 PPI	PglD inh	GSIS activator	LGR2 inh
21	COc1ccc(C(=O)Nn2c(SCC(=O)NCc3ccco3)nc3ccccc3c2=O)cc1	-2.6	1.5	nt	nt
22	Cc1ccc(CN2CCN(Cc3ccncc3)CC2CCO)o1 (stereo not drawn)	-4.8	-3.2	19.5	2.4
23	O=C(O)COc1ccccc1/C=C1\C(=O)Nc2ccc(Br)cc21	-0.3	0.1	2.0	-3.1
24	COc1ccc(-n2c(=O)c3ccccc3n(CC(=O)c3ccccc3)c2=O)cc1OC	3.1	nt	-5.8	6.9
25	CC(C)c1ccc(CNc2ncccn2)cc1	10.1	-3.5	-22.2	-24.2
26	CC(NC(=S)Nc1ccc([N+](=O)[O-])cc1)c1ccncc1 (stereo not drawn)	2.4	nt	-18.3	-4.2
27	O=C(CCN1CCCCCC1)Nc1cccc(Cl)c1	3.6	-3.8	nt	nt
28	Clc1c(-c2nnc3n2CCC3)sc2ccccc12	-0.6	-1.6	nt	nt
29	C[C@H]1CCCCO[C@H](CN(C)C(=O)C2CCCCC2)[C@@H](C)CN([C@@H](C)CO)C(=O)c2cc(NC(=O)Nc3ccc(C(F)(F)F)cc3)ccc2O1	2.7	3.2	14.1	3.6
30	O=C1CCC(=O)N1c1cccc(OS(=O)(=O)c2ccccc2)c1	-12.5	nt	8.4	12.0

nr	Statin myotox sup	Cneo AK release	PGC1a acetyl inh	PAX8 inh HTS
21	nt	-6.4	10.7	nt
22	11.7	-0.1	3.2	3.5
23	-0.1	5.0	nt	-20.6
24	-0.2	nt	-13.2	13.6
25	22.7	-0.6	-4.9	-178.3
26	nt	nt	-7.3	13.5
27	-2.2	0.3	-4.1	nt
28	2.5	-4.4	7.5	nt
29	nt	-1.4	6.5	nt
30	nt	nt	nt	1.0

# (cont.)
nr	SMILES	ARNT TACC3 PPI	PglD inh	GSIS activator	LGR2 inh
31	CN(C(=O)c1ccccc1C(=O)OCC(=O)Nc1ccc(S(N)(=O)=O)cc1)c1ccccc1	-4.0	1.1	7.8	11.1
32	CCCN(Cc1nnc(-c2ccccc2Cl)o1)C(=O)c1cc([N+](=O)[O-])cc([N+](=O)[O-])c1	-39.7	1.4	-7.1	0.0
33	c1ccc(CNc2ncn[nH]2)cc1	nt	-0.3	17.2	-7.4
34	OC(c1ccc(F)cc1)c1nc(/C=C/c2ccccc2)cs1 (stereo not drawn)	nt	4.3	nt	-95.9
35	CCNC(=S)NS(=O)(=O)c1ccc(F)cc1	9.7	nt	-8.3	8.9
36	C[C@H]1CCCCO[C@@H](CN(C)S(=O)(=O)c2ccc(F)cc2)[C@@H](C)CN([C@@H](C)CO)C(=O)c2cc(NC(=O)C3CCCCC3)ccc2O1	2.4	-1.6	-23.9	21.3
37	C[C@@H]1CN([C@@H](C)CO)C(=O)c2cc(/C=C/c3ccccc3)cnc2O[C@H]1CN(C)C(=O)NC1CCCCC1	5.1	-2.5	-28.9	-15.0
38	COc1cc(OC)c(C2CC(=O)N3CN(c4ccccc4)CSC3=C2C#N)cc1OC (stereo not drawn)	-9.2	-4.0	nt	nt
39	Cc1cc(OCCCn2ccnc2)ccc1C(C)C	-6.0	-3.3	5.4	-9.5
40	CCCNC(=O)NCCC12CC3CC(CC(C3)C1)C2	8.4	nt	-17.7	-20.1

nr	Statin myotox sup	Cneo AK release	PGC1a acetyl inh	PAX8 inh HTS
31	-10.2	-0.8	8.5	4.0
32	5.3	1.9	1.5	25.4
33	3.8	1.2	-7.6	-29.7
34	15.5	-14.5	nt	-170.4
35	0.0	nt	8.7	-1.1
36	nt	2.8	-1.9	-5.6
37	39.9	1.8	-3.9	4.0
38	-3.1	-1.0	nt	-1.7
39	-8.3	-1.6	-5.7	37.3
40	-14.4	nt	-13.7	-23.1

# Further records:
nr	SMILES	ARNT TACC3 PPI	PglD inh	GSIS activator	LGR2 inh
41	CO[C@H]1CN(C)C(=O)c2cc(NC(=O)C3CCCC3)ccc2OC[C@@H](C)N(C(C)=O)C[C@H]1C	-0.2	3.5	-11.0	-0.6
42	O=C(CCc1nc2ccccc2[nH]1)Nc1ccc2c(c1)OCCO2	-16.5	0.4	-2.5	3.2
43	O=C(C1CCN(S(=O)(=O)c2cccc3nonc23)CC1)N1CCCCC1	-8.1	-0.6	2.2	6.9
44	C=CCC(O)(CC=C)CNC(=O)C1CCC(=O)N(CCCc2ccccc2)C1 (stereo not drawn)	-14.4	3.1	4.5	-11.4
45	Cc1noc(C)c1S(=O)(=O)Nc1cccc2c1O[C@H](CN(C)C(=O)Nc1ccc3c(c1)OCO3)[C@H](C)CN([C@@H](C)CO)C2=O	-2.5	-6.4	-14.8	-3.2
46	CC(=O)OC1CCC2(C)C(=CCC3C4CC(=O)N(O)C(=O)C4(C)CCC32)C1 (stereo not drawn)	2.0	1.8	-26.1	17.5
47	O=C(Cn1nc(C(=O)O)c2ccccc2c1=O)NC12CC3CC(CC(C3)C1)C2	-1.9	nt	9.3	7.5
48	CO[C@H]1CN(C)C(=O)c2ccc(NC(=O)Nc3ccccc3F)cc2OC[C@@H](C)N(Cc2ccccc2C(=O)O)C[C@@H]1C	-1.5	11.8	7.9	17.3
49	O=C(NC1Cc2ccccc2C1)[C@H]1[C@H](CO)[C@H]2Cn3c(ccc(C4=CCCCC4)c3=O)[C@@H]1N2CC1CC1	-9.3	-0.1	-20.2	14.7
50	COc1ccc(NS(=O)(=O)c2ccc3c(c2)CCC(=O)N3)cc1O	1.3	nt	0.6	-3.9

nr	Statin myotox sup	Cneo AK release	PGC1a acetyl inh	PAX8 inh HTS
41	-33.9	0.2	3.6	-12.9
42	-0.8	1.3	nt	-11.2
43	22.5	3.8	16.1	10.7
44	-7.6	0.8	-1.0	-12.0
45	-7.6	-1.3	-6.9	nt
46	3.8	6.1	8.2	-2.8
47	-2.2	nt	10.7	1.8
48	-8.2	3.7	-14.9	nt
49	-21.1	18.0	nt	nt
50	19.0	nt	nt	-3.4

# (further entries)
nr	SMILES	ARNT TACC3 PPI	PglD inh	GSIS activator	LGR2 inh
51	CC1CCCC(NC(=O)C2CCCN2S(=O)(=O)c2cccc3nsnc23)C1C (stereo not drawn)	-4.2	1.4	7.9	9.4
52	O=C(CSc1nnc(NC(=O)c2ccco2)s1)Nc1ccccc1	-6.6	0.0	4.3	13.4
53	Cc1cc(C)n(C(=O)CNC(=O)COc2ccccc2)n1	4.1	1.3	nt	nt
54	Cc1ccc(NC(=O)N2CCCC(c3ccccc3)C2)cc1 (stereo not drawn)	-8.0	-0.6	-40.5	-14.8
55	Cc1cc(C)n2ncnc2n1	7.0	-2.6	nt	nt
56	Cc1ccccc1NC(=O)c1c(C)[nH]c(=S)c(C#N)c1-c1ccco1	4.7	-3.3	-0.5	3.9

nr	Statin myotox sup	Cneo AK release	PGC1a acetyl inh	PAX8 inh HTS
51	18.4	-8.4	-6.9	-9.0
52	nt	-0.5	nt	-22.4
53	-1.0	0.1	3.8	nt
54	-6.5	-3.4	1.7	-13.0
55	0.4	0.4	-9.8	nt
56	nt	4.1	nt	5.9

# Reprinted at random: 2 entries already listed.
nr	SMILES	ARNT TACC3 PPI	PglD inh	GSIS activator	LGR2 inh
55	Cc1cc(C)n2ncnc2n1	7.0	-2.6	nt	nt
54	Cc1ccc(NC(=O)N2CCCC(c3ccccc3)C2)cc1 (stereo not drawn)	-8.0	-0.6	-40.5	-14.8

nr	Statin myotox sup	Cneo AK release	PGC1a acetyl inh	PAX8 inh HTS
55	0.4	0.4	-9.8	nt
54	-6.5	-3.4	1.7	-13.0

# Look-ups from the results shown.
# For LGR2 inh, cpd 50 has -3.9
# For PAX8 inh HTS, cpd 8 has 8.5
# For GSIS activator, cpd 13 has -1.6
